Compound activity from PubChem BioAssay.
TRPV1 ag = agonists of human vanilloid receptor 1 (TRPV1); TRPV1-expressing cells, Fluo-8 calcium influx, agonist mode; activation, % at 8.33 µM; actives 0.19% (n = 320,000); in the data active = activation above about 80%; inconclusive = between about 30% and that limit; note: 0% is about no effect
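Fluo-8 calcium influx in TRPV1-expressing cells, kinetic read (ex 480/em 520 nm). Compound added and read 3 min for agonist activity, followed by capsaicin at EC20 final and 2 min further read for enhancement.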
USP2a inh = USP2a (human) protease inhibition; O75604; AID 463254; USP2 core, Ub-CHOP2 coupled fluorogenic reporter, 485/531; Potency, µM (top dose mostly 38.3 µM), without a hit: at the top dose activity change, negative = inhibition, most hits filed as inhibitors; actives 0.01% (n = 330,000);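 note: potency is the fitted concentration of half-maximal effect; plate controls were DMSO wells for no effect and full inhibition by NEM control for full effect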
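Cell-free coupled assay: 10nM USP2 core preincubated 30min RT with compound in Tris-HCl pH 8.0/CaCl2/CHAPS buffer, then 25nM Ub-CHOP2 and 25nM reporter substrate; fluorescence (Ex 485/Em 531) read after 60min RT, normalized to NEM inhibition, concentration-response curves fitted.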
TSHR antag = blocks TSH signaling through the human TSH receptor; activity change, negative = inhibition, % at 11.5 µM; P16473; actives 0.2% (n = 330,000); TSHR-expressing cells, TSH-stimulated cAMP HTRF, 2 h; stronger effect = lower value;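 active = activity change below a set negative limit, meaning inhibition stronger than a set level, cut at about -70% in these data; inconclusive = activity change between two set negative limits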; note: % is set by controls: 0 for no effect and ±100 for the full control effect
Target sequence (P16473 whole entry, looked up): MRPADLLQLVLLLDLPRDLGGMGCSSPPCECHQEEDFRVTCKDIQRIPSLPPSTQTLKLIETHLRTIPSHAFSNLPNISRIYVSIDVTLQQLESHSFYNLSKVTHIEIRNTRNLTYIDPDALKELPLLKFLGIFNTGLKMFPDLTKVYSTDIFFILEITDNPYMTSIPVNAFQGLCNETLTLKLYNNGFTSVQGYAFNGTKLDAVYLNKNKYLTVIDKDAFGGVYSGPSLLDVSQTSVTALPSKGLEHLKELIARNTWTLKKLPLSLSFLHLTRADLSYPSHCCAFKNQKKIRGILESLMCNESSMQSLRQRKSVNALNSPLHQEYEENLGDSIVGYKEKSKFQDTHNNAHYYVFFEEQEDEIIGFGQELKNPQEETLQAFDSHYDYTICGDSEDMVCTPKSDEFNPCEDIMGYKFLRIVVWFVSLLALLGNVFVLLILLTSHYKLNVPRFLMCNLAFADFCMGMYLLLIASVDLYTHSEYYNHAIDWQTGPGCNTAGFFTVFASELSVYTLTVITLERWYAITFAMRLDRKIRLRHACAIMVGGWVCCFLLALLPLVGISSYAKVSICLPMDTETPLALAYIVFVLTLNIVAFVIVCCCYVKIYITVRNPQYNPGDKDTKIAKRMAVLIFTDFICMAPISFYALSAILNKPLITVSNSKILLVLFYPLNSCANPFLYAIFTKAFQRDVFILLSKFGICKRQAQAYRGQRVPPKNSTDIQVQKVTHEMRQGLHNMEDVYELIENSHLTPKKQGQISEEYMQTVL
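TSHR-expressing cells, 200/well, pre-treated with compound, then stimulated with EC80 TSH (4nM final) for 2 hours at 37 deg C. cAMP measured by competitive HTRF: anti-cAMP cryptate antibody in lysis buffer plus cAMP-d2, read after 30 minutes at room temperature.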
Mito fusion yeast = inhibitors of mitochondrial division or activators of mitochondrial fusion; Potency, µM (doses to about 46.1 µM), inactives show at the highest dose growth rescue (activation), actives largely listed as activators; AID 485298; S. cerevisiae fusion-defective mutant growth rescue, CellTiterGlo 48 h; actives 0.23% (n = 320,000);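 note: potency is the fitted concentration of half-maximal effect; % of control where 0% means no effect; nearly all actives have a fitted effect of over 45% in size; temperature-sensitive fusion mutants such as fzo1-1 at 37 °C on non-fermentable ethanol glycerol medium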
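Growth-rescue viability read-out: after 48 h at the non-permissive 37C in glycerol/ethanol YPEG, yeast mitochondrial fusion mutants are measured by CellTiterGlo luminescence; compounds (23 nl pinned per well) restoring growth score as division inhibitors or fusion activators.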
Eya2 inh = inhibitors of human Eya2 phosphatase activity. recombinant Eya2, OMFP fluorescence dephosphorylation (OMFP is methylfluorescein phosphate). Potency, µM (doses to about 76.9 µM), for inactives: at the top dose activity, negative = inhibition, usual class: inhibitors. O00167. actives 0.006% (n = 330,000); note: potency is the fitted concentration of half-maximal effect; % is set by controls: 0 for no effect and ±100 for the full control effect
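Eya2 protein (added as 0.2 uM solution) was preincubated with compound for 10 min at ambient temperature in 50 mM HEPES pH 7.5, 50 mM NaCl, 5 uM MgCl2, 0.05% BSA, 1 mM DTT. OMFP (added at 50 uM) then reacted 10 min; fluorescence read at 485/525 nm.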
ELG1 DNA repair = ELG1-dependent DNA repair inhibition; Potency, µM (top dose mostly 46.1 µM), for inactives: at the highest dose activity change, negative = inhibition, hits mostly inhibitors; HEK293T ELG1-luciferase reporter, luminescence, 16 h; DNA damage induced by 5-fluorouridine; actives 2.3% (n = 330,000); AID 504467; note: potency is the fitted concentration of half-maximal effect; % is set by controls: 0 for no effect and ±100 for the full control effect; nearly all actives have a fitted effect of over 55% in size
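In this reporter screen, reduction of luminescence relative to DMSO vehicle indicated activity. Compounds and 5-fluorouridine were added together to 2,000 cells per well, incubated for 16 hr at 37 °C, then developed with ONE-Glo.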
TCR activator = activators of T cell receptors; AID 504894; primary human leukocytes, anti-CD3, IL-2 HTRF, 48 h; Potency, µM (series often up to 9.22 µM), for inactives: top-dose activation of IL-2 secretion, most hits filed as activators; 330,000 tested, under 10 active; note: % of control where 0% means no effect
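1) Mix primary human leukocytes, a-CD3 beads and compound. 2) Incubate 48 hr. 3) Add HTRF IL-2 reagents (a-IL-2-K, a-IL-2-d2).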
AT treatment = potential ataxia-telangiectasia treatments restoring KAP-1 phosphorylation; […] A-T fibroblasts, KAP-1 phosphorylation AlphaLISA; neocarzinostatin DNA damage 30 min before lysis; Potency, µM (top dose mostly 57.5 µM), inactives show top-dose activation, actives largely listed as activators; actives 0.19% (n = 320,000); AID 485349; note: potency is the fitted concentration of half-maximal effect; % of control where 0% means no effect; nearly all actives have a fitted effect of over 45% in size
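hTERT-immortalized A-T patient fibroblasts ([…]), 500 cells/well in OPTI-MEM, 1% FBS, got compounds for 60 min, then NCS for 30 min at 37C. Lysates were then assayed for phospho-KAP-1 by AlphaLISA (anti-pKAP1 donor, anti-KAP1 acceptor beads), 6 hr at 25C.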
KCNH2 3.1 inh = KCNH2 3.1 (human) potassium channel inhibition; U2OS KCNH2 3.1, thallium flux FluxOr; stronger effect = lower value; activity change, % (tested at about 1.8 µM); actives 0.95% (n = 340,000); AID 720553;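 active = maximum activity change below -70%; inconclusive = maximum activity change from -70% to -50%; inactive = maximum activity change above -50%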;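 note: thallium influx rate constant from kinetic fluorescence after stimulation buffer; % is set by controls: 0 for no effect and ±100 for the full control effect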
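Kinetic fluorescence (2 min after stimulation buffer) measures Tl+ influx through KCNH2 3.1 expressed by viral transduction in U2OS cells; the rate constant is normalized against DMSO controls serving as positive and negative references.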
KCNH2 WT inh = blocks the wildtype human KCNH2 potassium channel | activity change, % at 1.84 µM | actives 0.37% (n = 340,000) | Q12809 | AID 720551 | U2OS, BacMam KCNH2, thallium flux FluxOr; stronger effect = lower value;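 active = maximum activity change below -70%; inconclusive = maximum activity change between -70% and -50%; inactive = maximum activity change above -50%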; note: % is set by controls: 0 for no effect and ±100 for the full control effect
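U2OS cells transduced with wild-type KCNH2 virus are loaded with FluxOr dye for 45 min, and thallium flux is measured in kinetic reads before and after stimulation buffer. Rate constants are normalized to DMSO controls.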
Active calls of the source: *; ? = inconclusive; . = not tested or not shown; [ ] = dose if it differs, or a comment. Unless noted, calls come from the whole dose curve; as a rule, active = well fitted curve in the direction sought with a large enough effect; inconclusive = small, poorly fitted or top-dose-only effect, or another doubt; inactive = no such curve, though single readings can be large; an effect the other way counts as inactive or inconclusive. These rows are one share of the data (hit frequency here may not be typical).

SMILES | TRPV1 ag | USP2a inh | TSHR antag | Mito fusion yeast | Eya2 inh | ELG1 DNA repair | TCR activator | AT treatment | KCNH2 3.1 inh | KCNH2 WT inh
Cc1ccnc(SCC(=O)N2CCc3ccccc3C2)n1 | 2 | 3% | 16 | 14% | -8% | -18% | 9% | -2% | -6 | -4
Cc1onc(-c2c(Cl)cccc2Cl)c1C(=O)N1CCN(c2ccc(F)cc2)CC1 | 7 | 2% | 3 | 6% | -8% | -13% | -13% | 0% | 2 | -5
COc1cc2c(cc1OC)CN(C(=O)c1cccc([N+](=O)[O-])c1)CC2 | 1 | 0% | -1 | -4% | 7% | -6% | -10% | -12% | 11 | 2
CCOc1ccc(CCNC(=O)c2oc3c(c2C)-c2[nH]ncc2CC3)cc1OCC | -2 | 3% | 11 | 0% | 1% | 8% | 3%[46.1 µM] | 6% | 11 | -4
CC(=O)C1=C(O)C(=O)N(c2ccc(Br)cc2)C1c1ccc(Cl)cc1 (configuration not stated) | -1 | -2% | 0 | 0% | 12% | -25% | 3% | 4% | 10 | 3
O=C(c1cccc(F)c1)N1CCCC(C(=O)N2CCCCCC2)C1 (configuration not stated) | -1 | 2% | 21 | -24% | -6% | 0% | -4% | . | 14 | -7
COc1ccc(NC(=O)CN2C(=O)C(c3ccccc3)=NC23CCCCCC3)cc1 | 0 | 1% | -5 | 8% | 7% | -20% | -2%[46.1 µM] | 4% | 2 | -3
CN1CCN(S(=O)(=O)c2cccc(C(=O)Nc3cc(C(N)=O)cc(C(N)=O)c3)c2)CC1 | 1 | 1% | 1 | 5% | 10% | -3% | -1% | 1% | 2 | -2
CCOC(=O)N1CCN(Cc2c(O)ccc3ccccc23)CC1 | 17 | -1% | -3 | 0% | -13% | ? | 0% | -11% | 0 | 0
COc1ccc(C(=O)NCC2CCCN2S(=O)(=O)c2cccs2)cc1OC (configuration not stated) | 0 | 0% | 4 | 3% | 9% | -1% | -2% | 1% | 4 | -12

3 compounds already listed, sorted by the number in TRPV1 ag, lowest first.
SMILES,TRPV1 ag,TSHR antag,Eya2 inh,TCR activator
CCOc1ccc(CCNC(=O)c2oc3c(c2C)-c2[nH]ncc2CC3)cc1OCC,-2,11,1%,3%[46.1 µM]
O=C(c1cccc(F)c1)N1CCCC(C(=O)N2CCCCCC2)C1 (configuration not stated),-1,21,-6%,-4%
Cc1ccnc(SCC(=O)N2CCc3ccccc3C2)n1,2,16,-8%,9%

(listing goes on)
SMILES | TRPV1 ag | USP2a inh | TSHR antag | Mito fusion yeast | Eya2 inh | ELG1 DNA repair | TCR activator | AT treatment | KCNH2 3.1 inh | KCNH2 WT inh
COCCN(C(=S)Nc1ccc(C)cc1C)C(C)c1ccco1 (configuration not stated) | 2 | 3% | 25 | -10% | 1% | 10% | -7% | 12% | 15 | 3
O=C(NNC(=O)c1cccc(C(F)(F)F)c1)c1ccc(-n2cnnn2)cc1 | . | -1% | 3 | . | -1% | 0% | 0% | 8% | -20 | 1
CCCNC(=O)NC(=O)c1cnccc1C(F)(F)F | 0 | 2% | 5 | 0% | 10% | -10% | 13% | 2% | 38 | -4
O=C(Cc1ccc(F)cc1)Nc1nnc(-c2ccc(F)cc2)o1 | 18 | -2% | 18 | ? | 1% | ? | -1% | 2% | 0 | -6
CCOC(=O)c1c(-c2ccccc2)csc1NC(=O)c1ccc(S(=O)(=O)N2CCOCC2)cc1 | ? | -1% | 6 | -8% | 2% | ? | -1%[46.1 µM] | 4% | -16 | -5
COc1ccc(CSc2nnc(-c3ccncc3)n2C)cc1F | -1 | -1% | 1 | 18% | 6% | 4% | -1% | -2% | -6 | 29
COc1ccc(N=Cc2cc(Cc3ccccc3Cl)cc([N+](=O)[O-])c2O)cc1OC | 6 | 1% | -18 | 8% | 5% | ? | -16% | 4% | 1 | 14
CC(C)N(C1=CC(=O)OC12CCCCC2)C(C)C | 6 | -1% | 0 | -3% | 1% | 7% | 7% | 11% | 0 | 6
CN(Cc1nc2ccccc2c(=O)[nH]1)CC(O)COCc1ccco1 (configuration not stated) | 5 | 0% | 3 | 0% | 4% | 13% | -12% | 8% | 11 | -5
CCC(=O)Nc1ccc(-c2cc3ccccc3oc2=O)cc1 | 3 | 3% | -12 | 6% | 3% | ? | . | 6% | -1 | -20
COc1cccc(OC)c1C(=O)Nc1ccc(C)cc1C(=O)c1ccccc1 | 21 | -6% | 5 | 19% | -9% | 16µM* | -4%[46.1 µM] | 1% | -6 | -9
c1ccc(C(c2ccccc2)c2noc(CN3CCC(c4ccncc4)CC3)n2)cc1 | 5 | 2% | 4 | 1% | 2% | -9% | 5% | 6% | -20 | -10
CC(=O)Nc1ccc(NC(=O)C(Cc2ccccc2)NC(=O)C2CCCCC2)cc1 (configuration not stated) | -2 | 0% | -10 | -5% | -3% | 1% | -2%[46.1 µM] | 7% | -2 | 5
CC1(C)CCCC2=C1CC1C(=O)N(Cc3cccnc3)C(=O)C1C2 (configuration not stated) | 1 | -4% | -15 | 2% | 1% | -1% | 9% | -5% | -12 | -20
CNn1cnc2ccsc2c1=O | 3 | 1% | 21 | 7% | 11% | ? | -4% | 9% | 6 | 0
CC(C)CCNC(=O)c1ccc(-c2ccccc2)cc1 | ? | 1% | -7 | 5% | -7% | ? | . | 7% | . | .
COc1cccc(NC(=O)C(=O)NCCC2CCCCN2S(=O)(=O)c2ccccc2)c1 (configuration not stated) | -3 | -2% | -12 | 9% | 2% | ? | -5% | -1% | 0 | 11
O=C(Nc1ccncc1)c1cc(S(=O)(=O)N2CCCCC2)ccc1Cl | 6 | 0% | 0 | 1% | -17% | -30% | 3% | 2% | -9 | -3
COC(=O)Cc1csc(/N=C/c2c(O)n(-c3cccc(C(F)(F)F)c3)c(=O)c3ccccc23)n1 | 6 | 3% | 4 | -5% | -2% | 17% | 1% | -7% | 6 | 0
Cc1ccc(CSCCNC(=O)CSCc2ccc([N+](=O)[O-])cc2)cc1 | 15 | -1% | -34 | 28% | 1% | 1% | -37% | 3% | -15 | -12
CCNC(=O)c1c(C)[nH]c(C(=O)OCC)c1C | 0 | 1% | -13 | 5% | -10% | 1% | 6% | 4% | -11 | -6
COc1ccc(CC(=O)N(Cc2ccccc2)c2cccc(C)c2)cc1OC | 4 | -2% | 4 | 3% | -11% | 6% | 4% | 12% | -11 | -19
CCCC(=O)O[C@]1(C(=O)CO)CC[C@H]2[C@@H]3CCC4=CC(=O)CC[C@]4(C)[C@H]3[C@@H](O)C[C@@]21C | -1 | -1% | 10 | 0% | -1% | 26% | -3% | 13% | -6 | -6
COc1ccccc1N1CCN(/N=C/c2ccc([N+](=O)[O-])cc2)CC1 | -1 | -1% | 32 | -2% | 3% | ? | 2% | 0% | -2 | -5
O=C(CN1CCCC1=O)NC1C2CC3CC(C2)CC1C3 (configuration not stated) | 0 | 1% | -3 | -3% | 3% | -1% | 1%[46.1 µM] | 5% | 5 | 5
CCCCSc1nc2c(c(=O)[nH]1)CCC2 | -4 | 2% | 22 | 5% | 9% | 23% | 6% | 2% | 0 | -3
Cc1cccc(C)c1NC(=O)CSc1nnc(CCCCCNC(=O)OC(C)(C)C)o1 | 4 | 3% | -3 | -2% | 6% | ? | -2% | 7% | -3 | -3
COc1ccccc1N1CCN(C(=O)c2ccc(Cn3c(=S)[nH]c4cc5c(cc4c3=O)OCO5)cc2)CC1 | 5 | -2% | 3 | -5% | -11% | -10% | . | 2% | 5 | -5
COc1cc(/C=N/Nc2ccc(F)cc2F)cc(OC)c1O | -4 | 3% | 2 | 10% | 0% | ? | 2%[46.1 µM] | -2% | 3 | 1
O=C(CNCc1ccccc1)Nc1ccc(F)cc1 | 18 | 1% | 17 | 2% | -11% | 8% | . | -6% | 1 | 7
O=C(Cn1cnc2c(nnn2-c2ccc(F)cc2)c1=O)N1CCCC1 | 7 | 0% | -1 | 3% | 4% | 0% | . | -3% | -4 | -5
CC(Nc1ncnc2nc[nH]c12)c1ccccc1 (configuration not stated) | -1 | 3% | 5 | 5% | -3% | 0% | -5%[46.1 µM] | 6% | -2 | -1
O=C(CSc1ncccn1)Nc1cccc(S(=O)(=O)N2CCOCC2)c1 | . | 0% | 8 | . | -9% | 0% | 2% | 12% | 0 | -8
CCCCCCOC1(c2ccccc2)OC(=O)c2ccccc21 (configuration not stated) | 13 | -2% | -1 | -1% | -13% | 0% | 3% | 21% | -6 | 5
CN(C1=C(NC(=O)c2ccccc2)C(=O)c2ccccc2C1=O)C1CCS(=O)(=O)C1 (configuration not stated) | 1 | 1% | 19 | -5% | -14% | 9.2µM* | 8%[46.1 µM] | 3% | -10 | 3
CCOc1ccc(/C=N/Nc2nc(C)cs2)c(O)c1 | -2 | -1% | -11 | -13% | 12% | ? | 0% | 5% | -10 | 1
Nc1c(C(=O)N2CCOCC2)sc2nc3c(cc12)CCCC3 | 4 | 2% | -5 | -4% | -12% | ? | 5% | 7% | 7 | -4
